Cardiac RTF inh – cardiac RTF calcium desensitization; P19429+P45379; IANBD-labeled cardiac RTF, Ca2+ fluorescence; inhibition, % at 7.15 µM; actives 0.12% (n = 340,000); AID 493244;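 active means inhibition above the mean inhibition of all tested compounds plus 3 SD, cut at about 17% in these data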;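 further: assay run at fixed EC70 calcium of 1.6 mM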
Arrestin-AP2 inh – human beta-arrestin and AP2 interaction inhibition; FITC-arrestin peptide / GST-AP2 beads, flow cytometry; AP2 beta2 appendage carries R879A mutation; inhibition, % at 10 µM; actives 0.31% (n = 340,000); AID 504490;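 active means inhibition above a set limit, near 3 SD of compounds lacking own fluorescence, cut at about 54% in these data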;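 further: plate controls were DMSO wells for no effect and 5 µM unlabelled arrestin peptide for full effect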
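System: GST-AP2 R879A bound to glutathione beads, E. coli-expressed. Also added: 50 nM FITC-arrestin peptide. Schedule: compound with beads 12 min RT, then probe 1 h RT. Signal: bead flow cytometry, FITC channel. Read-out basis: percent response.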
DAGLB inh – blocks human DAGLB lipase activity | HEK293T DAGLB membrane lysate, EnzChek fluorogenic substrate | inhibition, % at 5.17 µM | actives 0.059% (n = 340,000) | AID 504411; in the data active means inhibition above about 34%;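 further: 0% = enzyme with vehicle and 100% = wells lacking enzyme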
PvdQ acylase – P. aeruginosa PvdQ acylase inhibition. purified PvdQ acylase, fluorescence plate reader. inhibition, % at 10 µM. actives 0.063% (n = 340,000). AID 488965; in the data active means inhibition above about 30%, passing the limit was not always enough;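 further: 0% = vehicle neutral wells and 100% = reference inhibitor wells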
NSD2 HMT inh – blocks human histone methyltransferase NSD2 | inhibition, % at 12.5 µM | O96028 | actives 0.54% (n = 310,000) | NSD2 peptide methylation, AlphaScreen, 120 min | AID 743445; in the data active means inhibition above about 50%
SR-BI DiI inh – inhibitors of mouse SR-BI mediated HDL lipid uptake; ldlA[mSR-BI] CHO cells, DiI-HDL uptake fluorescence, 3 h; AID 488896; inhibition, % at 12.5 µM; actives 0.96% (n = 320,000); Q61009;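 active means mean replicate inhibition of at least 70% and a set share of replicates each scoring 70 or more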;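 further: 0% = median of neutral control wells and 100% = median of positive control wells; values of inactives mirror those of a sister screen read the other way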
Target sequence (Q61009 whole entry, looked up): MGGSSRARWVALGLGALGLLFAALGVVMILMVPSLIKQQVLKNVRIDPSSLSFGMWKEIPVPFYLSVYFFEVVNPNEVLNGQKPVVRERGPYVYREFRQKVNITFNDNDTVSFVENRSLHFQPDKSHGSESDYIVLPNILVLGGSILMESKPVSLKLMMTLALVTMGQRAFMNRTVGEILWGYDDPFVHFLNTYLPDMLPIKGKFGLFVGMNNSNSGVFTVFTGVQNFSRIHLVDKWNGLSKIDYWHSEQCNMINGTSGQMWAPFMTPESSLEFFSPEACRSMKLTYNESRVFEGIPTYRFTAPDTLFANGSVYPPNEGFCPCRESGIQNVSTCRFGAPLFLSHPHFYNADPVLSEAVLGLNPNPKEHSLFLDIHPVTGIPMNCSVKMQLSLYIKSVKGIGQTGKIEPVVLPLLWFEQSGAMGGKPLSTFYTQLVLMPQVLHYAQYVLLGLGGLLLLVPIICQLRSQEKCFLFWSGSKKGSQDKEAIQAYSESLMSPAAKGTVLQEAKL
Keap1 Nrf2 FP – inhibitors of human Keap1-Nrf2 protein-protein interaction; AID 504523; Keap1 Kelch-Nrf2 peptide fluorescence polarization, 1536-well; Q14145; actives 0.15% (n = 340,000); inhibition, % at 9.4 µM; in the data active means inhibition above about 12%;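 further: human Keap1 Kelch domain with fluorescein labeled Nrf2 9mer peptide probe; 0% = neutral control wells and 100% = peptide positive control; higher means more block of Keap1 binding to Nrf2 peptide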
Target sequence (Q14145 whole entry, looked up, the tested form may be a part): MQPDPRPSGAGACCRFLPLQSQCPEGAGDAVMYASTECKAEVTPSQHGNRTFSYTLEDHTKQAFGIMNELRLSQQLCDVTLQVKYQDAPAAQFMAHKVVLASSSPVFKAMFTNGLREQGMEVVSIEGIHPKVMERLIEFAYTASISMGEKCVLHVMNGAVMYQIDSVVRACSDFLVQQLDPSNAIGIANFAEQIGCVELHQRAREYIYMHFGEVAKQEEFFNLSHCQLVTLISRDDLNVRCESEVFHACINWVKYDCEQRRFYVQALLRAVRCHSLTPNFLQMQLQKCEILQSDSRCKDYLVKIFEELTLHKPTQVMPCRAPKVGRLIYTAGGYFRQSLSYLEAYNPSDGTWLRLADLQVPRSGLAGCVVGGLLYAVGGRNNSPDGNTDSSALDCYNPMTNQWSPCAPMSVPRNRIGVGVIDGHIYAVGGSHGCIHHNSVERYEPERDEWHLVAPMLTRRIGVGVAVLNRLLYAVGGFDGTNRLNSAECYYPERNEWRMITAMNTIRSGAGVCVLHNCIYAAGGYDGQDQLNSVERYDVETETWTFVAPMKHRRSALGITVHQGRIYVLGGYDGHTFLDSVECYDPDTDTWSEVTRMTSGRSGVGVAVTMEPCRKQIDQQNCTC
PKA-R2B act – activators of human PKA-R2B complex. P22694+P31323. PKA-R2B holoenzyme dissociation, Cy5-IP20 fluorescence polarization; R2B truncated from residue 108, S112A mutant; 0% DMSO only, 100% 113 µM cGMP. activation, % at 11.4 µM. actives 0.079% (n = 340,000). AID 504700;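 active means activation above a cutoff set at the mean over all compounds plus 3 SD, cut at about 18% in these data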;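 further: higher means more holoenzyme dissociation and a rise in polarization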
LANA DNA inh – blocks KSHV LANA C-terminal domain binding to DNA; MBP-C-LANA/FAM-LBS DNA binding, fluorescence polarization; inhibition, % at 9 µM; actives 0.078% (n = 340,000); AID 504423;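 active means highest replicate inhibition at or above 60% at 9 µM, even if other replicates fall short; inactive means all replicates below 60% inhibition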;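 further: 0% = neutral control wells and 100% = 4 µM acridine orange control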
SR-BI DiI-HDL act – enhances SR-BI lipid uptake from DiI-HDL; CHO ldlA[mSR-BI] cells, DiI-HDL uptake fluorescence, 3 h; 100 = double the neutral-control signal; activation, % at 12.5 µM; actives 0.096% (n = 320,000); AID 504775;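 active means mean replicate activation of at least 60% and every replicate at or above 60%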;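 further: 0% = median plate neutral-control signal and 100% = twice that signal; values of inactives mirror those of a sister screen read the other way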
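Test system: SR-BI-overexpressing, LDLR-lacking CHO cells; Also added: labelled HDL, 10 µg/mL; Measured by: bottom-read cell fluorescence after medium removal, ex 550/em 595 nm; Timing: 3 h uptake period with compound, 37 °C; Buffer or medium: F12, 0.5% BSA, 25 mM HEPES; Doses: single compound concentration, delivered by pin transfer.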
* = called active by the depositor; . = not tested or not shown. No enrichment for hits, and some 2.1% of all compounds hit somewhere here.

SMILES	Cardiac RTF inh	Arrestin-AP2 inh	DAGLB inh	PvdQ acylase	NSD2 HMT inh	SR-BI DiI inh	Keap1 Nrf2 FP	PKA-R2B act	LANA DNA inh	SR-BI DiI-HDL act
COc1ccc(OC)c(NC(=S)NCc2ccc(S(N)(=O)=O)cc2)c1	-4	0	1	-11	3	14	0	5	-2.6	-14
CCOC(=O)c1ccc(N2C(=O)c3n[nH]c(C)c3C2c2ccc(O)cc2)cc1 (configuration not stated)	-2	5	2	-11	0	-14	5	3	-2.9	14
CC1(C)CC(=O)c2cn3ncnc3nc2C1	-9	-5	0	-18	-1	0	0	-4	0.4	0
Cc1ccc(CC(=O)Nc2nccs2)cc1C	-9	-3	1	-13	23	.	-9	-2	1.1	.
CCCn1c(SCC(=O)NC2CCCC2)nnc1C(C)C	-18	-2	2	-8	-2	.	-5	1	0.6	.
CC1CCC(N(C(=O)c2csnn2)C(C(=O)NC(C)(C)C)c2cccnc2)CC1 (configuration not stated)	-16	12	0	-5	-2	-10	1	-4	-0.5	10
CCN1CCN(C(=S)c2ccc([N+](=O)[O-])cc2)CC1	11	16	1	15	13	-3	-5	-7	-1.0	3
CC1=C(C)CC(C(=O)NC2CCN(C(C)C)CC2)C(C(=O)O)C1 (configuration not stated)	-2	11	0	13	1	-46	1	-11	0.8	.
O=C(Nc1ccccc1)C(=O)Nc1ccccn1	-2	-10	1	-5	.	3	2	-1	0.3	-3
CCn1c(=N)n(CC(=O)c2cccc([N+](=O)[O-])c2)c2ccccc21	-8	14	0	-7	5	54	-4	-3	2.5	-54
COc1ccc(C(=O)C[n+]2cccc(C(N)=O)c2)cc1	-1	-11	1	-4	-2	-20	-3	3	0.8	20
COc1ccc2cc(-c3ccccc3)ncc2c1	-3	19	-4	0	.	-33	2	-8	-3.0	33
C/C(=C\C(=O)c1cccnc1)Nc1ccc(O)cc1	-8	6	-3	0	78*	-4	0	-10	-0.3	4
O=C1COc2ccc(C(=O)CSc3nnnn3-c3ccccc3)cc2N1	-2	-6	3	8	-1	-22	0	-6	0.6	22
CCOC(=O)/C(C#N)=C/c1cn(CCC(=O)O)nc1-c1ccc(Cl)cc1	-6	10	-1	-6	-1	-2	5	-6	0.1	2
CCc1ccc(NC(=S)N2CCC(NC(=O)C3CCCCC3)CC2)cc1	-3	-4	1	-15	2	.	-7	-1	0.3	.
Cc1ccc(-c2cc(C(=O)N/N=C/c3ccc([N+](=O)[O-])o3)c3ccccc3n2)o1	-4	7	1	-3	3	56	0	-11	0.7	-56
O=C(COc1ccccc1Br)Nc1ccc(S(=O)(=O)N2CCCC2)cc1	2	1	-4	-7	0	41	3	0	-0.1	.
O=C(CN1CCN(C2CCS(=O)(=O)C2)CC1)N1N=C(c2ccc(Cl)cc2)CC1c1ccco1 (configuration not stated)	-12	1	3	-4	3	-4	0	12	-0.8	4
COc1ccc(-c2csc(Nc3ccc(S(=O)(=O)Nc4cc(OC)nc(OC)n4)cc3)n2)cc1	-4	32	6	1	.	-22	2	-7	-0.4	22
COc1ccc(-c2nn(-c3ccccc3)cc2CNC[C@H]2O[C@@H](n3cnc4c(N)ncnc43)[C@H](O)[C@@H]2O)cc1	3	-8	-4	-19	.	2	-6	-5	0.0	-2
COc1ccc(-c2cc(-c3cccs3)c(C#N)c(SCC(=O)NCc3ccccc3)n2)cc1	-1	-1	0	-2	-3	11	2	-6	1.4	-11
COc1ccccc1N1CCN(C(=O)C2c3ccccc3Oc3ccccc32)CC1	-3	0	-1	-2	3	5	-3	-8	2.6	-5
CS(=O)(=O)c1ccc(Cl)c(NC(=O)COC(=O)CCc2c[nH]c3ccccc23)c1	10	4	2	8	-3	-10	-4	12	-0.9	10
CCCc1cc(=O)[nH]c(SCC(=O)Nc2ccccc2C#N)n1	-3	10	2	-30	-4	-3	-6	3	-0.6	.

Next section.
SMILES	Cardiac RTF inh	Arrestin-AP2 inh	DAGLB inh	PvdQ acylase	NSD2 HMT inh	SR-BI DiI inh	Keap1 Nrf2 FP	PKA-R2B act	LANA DNA inh	SR-BI DiI-HDL act
Cc1ccc(CSC(Nc2ccc(F)cc2)=C(C#N)C#N)cc1	-6	.	8	6	-3	-2	-1	9	-3.1	2
O=C(COC(=O)CCNS(=O)(=O)c1ccc2c(c1)OCCO2)NC1CCCc2ccccc21 (configuration not stated)	-5	-1	0	-16	-26	-15	4	-6	-0.3	15
O=C(N/N=C/C=C/c1ccccc1)C1CC1(c1ccccc1)c1ccccc1 (configuration not stated)	-9	3	-1	-2	0	2	3	0	-0.3	-2
Cc1cccc(C(=O)NC(=S)Nc2ccc3[nH]c(=O)[nH]c3c2)c1	-1	0	2	4	1	8	-1	-16	3.4	-8
CCOc1ccc(C)cc1-n1nc2ccccc2n1	8	-2	-12	7	-1	17	-7	0	-0.5	-17
CCOc1ccccc1-c1nc(C(N)=O)c2[nH]c(=O)n(-c3ccccc3)c2n1	6	3	3	5	-1	-9	7	-9	1.7	9
CCOC(=O)c1cnc(SCCc2ccccc2)nc1N	6	7	-21	7	.	-3	-4	-2	1.3	3
CN(c1ccc(C(=O)Nc2ccc(Cl)cn2)cc1)S(=O)(=O)c1ccccc1	8	15	-4	0	-1	35	-9	8	-2.0	-35
CCc1ccc(C(=O)Nc2ccc(S(=O)(=O)Nc3nc(C)cc(C)n3)cc2)o1	0	-2	0	9	1	-40	4	1	-0.2	40
Cc1nc(-c2nc(-c3c(C(=O)NNC(=O)c4ccc(Cl)cc4)noc3C)cs2)cs1	-5	-2	-1	-14	2	4	1	9	-0.5	-4
COCCCNC(=O)C1CC(=O)N(CCc2ccccc2)C1 (configuration not stated)	-1	9	-2	-11	-1	12	-1	-12	-1.6	-12
CCOc1ccc(NS(=O)(=O)c2ccc(C(=O)N3CCCC(C)C3)cc2)cc1 (configuration not stated)	-9	3	0	-7	4	3	-2	4	-0.6	-3
Cc1ccccc1-c1nnc(SCC(=O)N(C)c2c(N)n(Cc3ccccc3)c(=O)[nH]c2=O)n1C	-15	-6	-1	-13	-2	-26	-4	6	1.5	26
COc1cccc(C(=O)Nn2c(C)nnc2-n2nc(C)cc2C)c1	-2	-14	-1	-13	0	14	-8	-2	-0.1	-14
Cc1sc2nc(SCC(=O)OC(C)C)n(C)c(=O)c2c1C	0	-2	-6	-13	-2	9	-10	6	-0.7	-9
CC(=O)NNC(=O)c1[nH]c2ccc(Br)cc2c1-c1ccccc1	6	-21	1	0	2	0	-6	-3	0.1	0
CSc1ccc2[nH]c(=O)cc(C)c2c1	-4	0	0	-15	1	0	-3	2	-1.0	0
CCCOc1ccc(NC(=O)c2c(-c3ccccc3)noc2C)cc1	-1	20	-5	8	.	-17	-1	-11	0.1	17
O=[N+]([O-])c1ccc(N/N=C/c2ccccc2)c(F)c1	-4	9	-3	-11	-2	0	0	-18	-0.3	0
CCOc1ccc(NC(=O)Cn2nnc(-c3ccccc3F)n2)cc1	-4	0	-1	-6	22	-13	-3	-9	1.0	13
Cc1cccc(C)c1NC(=S)N1CCC(N(C)CC2CCCO2)CC1 (configuration not stated)	-8	3	-2	-23	2	-10	-2	10	0.9	10
O=C(/C=C1\NCC2c3ccccc3CCN2C1=O)c1ccccc1 (configuration not stated)	-7	13	-2	6	.	8	-1	0	-0.4	-8
CC(=O)c1c(C)oc2ccc(N(C(C)=O)S(=O)(=O)c3ccc(Cl)c([N+](=O)[O-])c3)cc12	-13	7	3	-13	0	-7	1	-1	1.8	7
O=C(NCc1ccccc1)C(=O)NCC1OCCN1C(=O)c1ccc(Cl)cc1 (configuration not stated)	-9	12	4	0	-2	13	2	0	-0.3	-13
CCOC(=O)C(=CNc1ccc(-c2ccco2)c(Cl)c1)C(=O)OCC	1	29	-8	3	0	5	-7	-4	-18	-5

Entries of single compounds, quoted from the list.
O=C(NCc1ccccc1)C(=O)NCC1OCCN1C(=O)c1ccc(Cl)cc1 (configuration not stated) as listed: Cardiac RTF inh = -9; Arrestin-AP2 inh = 12; DAGLB inh = 4; PvdQ acylase = 0; NSD2 HMT inh = -2; SR-BI DiI inh = 13; Keap1 Nrf2 FP = 2; PKA-R2B act = 0; LANA DNA inh = -0.3; SR-BI DiI-HDL act = -13
Cc1nc(-c2nc(-c3c(C(=O)NNC(=O)c4ccc(Cl)cc4)noc3C)cs2)cs1 as listed: Cardiac RTF inh = -5; Arrestin-AP2 inh = -2; DAGLB inh = -1; PvdQ acylase = -14; NSD2 HMT inh = 2; SR-BI DiI inh = 4; Keap1 Nrf2 FP = 1; PKA-R2B act = 9; LANA DNA inh = -0.5; SR-BI DiI-HDL act = -4

More results follow.
SMILES	Cardiac RTF inh	Arrestin-AP2 inh	DAGLB inh	PvdQ acylase	NSD2 HMT inh	SR-BI DiI inh	Keap1 Nrf2 FP	PKA-R2B act	LANA DNA inh	SR-BI DiI-HDL act
O=c1c2c3c(sc2ncn1-n1cccc1)CCCCC3	-8	4	-1	-11	-3	2	0	9	0.5	-2
CCCCSc1nnc(-c2ccccc2)c2ccccc12	-5	-2	-13	-1	-3	74*	4	0	-1.2	-74
O=C(c1noc2c1CCCC2)N1CCN(c2ccc(F)cc2)CC1	-2	7	-1	0	1	19	-5	-3	-0.6	-19
CN1CCN(c2nc3c(c(=O)[nH]c(=O)n3C)n2Cc2cccc3ccccc23)CC1	-13	-3	2	-16	14	-2	-6	1	2.5	2
COc1nc2ccc(C)cc2cc1-c1noc(-c2ccccc2)n1	-1	0	-21	-11	-2	-9	6	3	2.9	9
O=C(/C=C/c1ccccc1)Nc1cccnc1Oc1ccccc1F	-9	8	-6	-7	-1	49	-3	2	0.1	-49
CCCc1nc2oc3cc(OC)ccc3c(=O)c2c(=O)n1Cc1ccco1	-4	18	2	-4	0	-5	14*	-2	-0.3	5
Cc1ccc(S(=O)(=O)N2Cc3ccccc3CC2C(=O)Nn2cnnc2)cc1 (configuration not stated)	-1	32	0	3	17	-33	-1	-1	0.1	33
Cc1ccc(C)c(Cn2nnc3c(=O)[nH]c(C4CCN(C(=O)c5cccs5)CC4)nc32)c1	1	25	2	1	-1	10	-6	-5	-0.1	-10
CN(C(=O)CSc1nnc(-c2ccc3c(c2)OCO3)o1)C1CCS(=O)(=O)C1 (configuration not stated)	-5	44	1	0	-8	-10	-2	8	-0.4	10
CCCN(CC(=O)Nc1ccccc1OC)C(=O)CN1C(=O)NC2(CCCCC2)C1=O	1	-10	-4	4	0	-8	-5	-2	-2.3	8
Cc1nnc(SCc2nc3ccccc3[nH]2)s1	9	6	-1	-7	.	-22	-4	-4	1.3	22
O=C1C2C3C=CC(C3)C2C(=O)N1c1cccc(-c2nc3ccccc3o2)c1 (configuration not stated)	2	7	-1	-7	-2	6	-6	-17	0.0	-6
O=C(CSc1nc2ccccc2o1)NCc1ccc2c(c1)OCO2	-3	2	-3	-6	.	-7	-5	-2	0.3	7
Cc1sc2ncnc(OCC(=O)N3CCN(C(=O)c4ccco4)CC3)c2c1C	-7	22	-1	7	-2	11	-4	5	0.2	-11

Screens as filed in PubChem BioAssay.
